Tau fibril ThT: blocks human tau fibril formation measured by thioflavin T; P10636; 2.1% of 270,000 active; Potency, µM (doses to about 57.4 µM), for inactives: top-dose activity, negative = inhibition, usual class: inhibitors; recombinant tau K18 P301L, heparin-induced fibrillization, ThT fluorescence; note: nearly all actives have a fitted effect of over 55% in size
Target sequence (P10636 561-689 P618L limits assumed): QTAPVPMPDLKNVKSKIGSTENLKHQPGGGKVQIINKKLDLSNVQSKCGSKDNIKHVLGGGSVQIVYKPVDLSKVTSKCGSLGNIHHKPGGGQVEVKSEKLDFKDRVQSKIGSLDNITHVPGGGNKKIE
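In this qHTS, human K18 P301L tau is incubated with compound and heparin for 6 hr at 37 C, and Thioflavin T fluorescence then reports fibril load.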
GLA spleen mod: alpha-galactosidase A (human) modulation; P06280; human spleen homogenate, 4MU-alpha-Gal fluorescence, 40 min; Potency, µM (highest dose often 80 µM), for inactives: top-dose activity change, negative = inhibition, actives largely listed as inhibitors; 0.008% of 240,000 active; AID 2107;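 note: 0% = enzyme with vehicle and -100% = no enzyme basal signal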
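qHTS titration in buffer at pH 5.0. Alpha-galactosidase activity in spleen homogenate was measured via 4-methylumbelliferone release from 1 mM fluorogenic substrate after 40 min at 37C and a pH 10 stop. AC50 came from Hill fits of control-normalized data.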
TRb-SRC2 inh: inhibitors of human thyroid hormone receptor beta-SRC2 interaction | 0.065% of 280,000 active | TRbeta-SRC2 peptide binding, fluorescence polarization; receptor liganded with 1 µM T3 | Potency, µM (titrated, usually from 106 µM), for the others: at the highest dose activity change, negative = inhibition, usual class: inhibitors | P10828;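 note: plate controls were bound peptide for no effect and peptide without receptor for full effect; nearly all actives have a fitted effect of over 50% in size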
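Each compound concentration gave % activity, normalized to unbound and bound Texas Red SRC2 controls, from polarization read after 5 hr ambient incubation with T3-loaded human TRb LBD.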
Tau fluor counter: counter-screen for tau fibril formation inhibitors | AID 1463 | 0.93% of 280,000 active | tau K18 P301L Alexa594 fluorescence, heparin fibrillization | Potency, µM (titrated, usually from 57.7 µM), inactives show top-dose activity change, negative = decrease; note: nearly all actives have a fitted effect of over 55% in size
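Human tau K18 P301L (15 uM unlabeled, 0.24 uM Alexa 594-labeled) in 100 mM sodium acetate pH 7 with 20 uM heparin, 6 hr at 37 C. ThT 30 uM added, 1 hr ambient; Alexa 594 FP and total fluorescence read at 555/632 nm.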
ALDH1A1 block: inhibitors of human aldehyde dehydrogenase 1A1 | Purified ALDH1A1, NADH fluorescence, propionaldehyde substrate | Potency, µM (highest dose often 75.3 µM), for the others: top-dose activity, negative = inhibition, hits mostly inhibitors | 7.3% of 220,000 active | AID 1030; active = well fitted inhibition curve with a large enough effect, not every such curve was filed as active; inconclusive = small, poorly fitted or top-dose-only effect, or another doubt; inactive = no such curve, though single readings can be large or run the other way;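 note: plate controls were no enzyme wells and a reference inhibitor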
Tau fibril FP: inhibitors of human tau fibril formation. P10636. K18 P301L tau heparin fibrillization, Alexa594 FP, 6 h. Potency, µM (doses to about 57.7 µM), for inactives: at the highest dose activity, negative = inhibition, actives largely listed as inhibitors. 0.39% of 280,000 active; note: nearly all actives have a fitted effect of over 55% in size
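Steps: dispense K18 P301L tau (15 uM plus 0.24 uM Alexa 594 tracer, final) in pH 7 sodium acetate; add compound; add heparin (20 uM final); incubate 6 hr, 37 C; add ThT (30 uM final); after 1 hr ambient, read FP.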
L3MBTL1 inh: blocks human L3MBTL1; AlphaScreen L3MBTL1–H3K9me1 peptide binding; Potency, µM (top dose mostly 57.1 µM), for the others: at the top dose activity, negative = inhibition, actives largely listed as inhibitors; 0.66% of 230,000 active; AID 485360; note: nearly all actives have a fitted effect of over 60% in size
Target sequence (Q9Y468 whole entry, looked up): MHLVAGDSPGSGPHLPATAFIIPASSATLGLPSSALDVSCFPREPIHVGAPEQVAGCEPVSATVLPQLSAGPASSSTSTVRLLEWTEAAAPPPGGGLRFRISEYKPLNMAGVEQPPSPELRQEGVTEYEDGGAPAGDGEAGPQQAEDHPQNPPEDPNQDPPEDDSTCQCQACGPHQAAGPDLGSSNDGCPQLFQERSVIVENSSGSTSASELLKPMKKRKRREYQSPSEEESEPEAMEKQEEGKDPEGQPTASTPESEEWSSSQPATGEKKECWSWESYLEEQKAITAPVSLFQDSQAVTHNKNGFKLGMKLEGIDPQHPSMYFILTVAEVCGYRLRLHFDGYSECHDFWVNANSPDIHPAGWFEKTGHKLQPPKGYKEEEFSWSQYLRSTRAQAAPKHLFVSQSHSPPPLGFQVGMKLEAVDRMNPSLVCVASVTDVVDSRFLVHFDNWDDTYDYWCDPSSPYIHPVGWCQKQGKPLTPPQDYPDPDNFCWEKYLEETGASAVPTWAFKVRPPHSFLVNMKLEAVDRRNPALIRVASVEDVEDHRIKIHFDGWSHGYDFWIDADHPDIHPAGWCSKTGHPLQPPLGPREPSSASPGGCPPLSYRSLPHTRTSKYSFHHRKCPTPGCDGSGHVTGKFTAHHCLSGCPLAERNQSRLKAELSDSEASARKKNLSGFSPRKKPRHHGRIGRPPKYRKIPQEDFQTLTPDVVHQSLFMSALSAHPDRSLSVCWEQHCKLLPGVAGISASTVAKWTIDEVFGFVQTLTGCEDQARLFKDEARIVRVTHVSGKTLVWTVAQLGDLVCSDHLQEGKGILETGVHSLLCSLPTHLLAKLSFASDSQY
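AlphaScreen proximity signal between nickel-chelate acceptor and streptavidin donor beads (final 10 ug/mL) reports binding of 50 nM L3MBTL1 to 75 nM biotin-H3 K9me1 peptide; complex incubated with compounds 30 min at room temperature; cefsulodin titration as control.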
TexasRed fluor: alters Texas Red total fluorescence, flagging assay interference; Potency, µM (doses to about 106 µM), for the others: at the top dose fluorescence change, negative = quenching; 0.29% of 280,000 active; TRb/SRC2 Texas Red total fluorescence interference; AID 1479; active = well fitted curve in either direction with a large enough effect; inconclusive = small, poorly fitted or top-dose-only effect
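Flags fluorescent or light-absorbing compounds by total fluorescence, S + 2P, at 555 nm excitation and 632 nm emission. Mixture: 20 nM Texas Red SRC2 peptide, 0.6 uM human TRb LBD, 1 uM T3, 5% DMSO; compound exposure 5 h at ambient temperature.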
The depositor's hits bear a star; u = inconclusive; x = no result given; [ ] = another dose, or the depositor's remark. Unless noted, calls come from the whole dose curve; as a rule, active = well fitted curve in the direction sought with a large enough effect; inconclusive = small, poorly fitted or top-dose-only effect, or another doubt; inactive = no such curve, though single readings can be large; an effect the other way counts as inactive or inconclusive. Unless noted, % is set by controls: 0 for no effect and ±100 for the full control effect; potency is the fitted concentration of half-maximal effect.

SMILES | Tau fibril ThT | GLA spleen mod | TRb-SRC2 inh | Tau fluor counter | ALDH1A1 block | Tau fibril FP | L3MBTL1 inh | TexasRed fluor
S=C1NCN(Cc2ccccc2)CN1C1CCCCC1 | -6% | -1% | -11% | -1% | 3% | -1% | x | 0%
COc1cccc([C@@H]2Oc3ccc(Br)cc3[C@H](O)[C@H]2O)c1 | -1% | -21% | 0% | -2% | -1% | 7% | x | 1%
CCOc1ccc(N(Cc2ccccc2)C(=O)c2nc(SC)ncc2Cl)cc1 | -13% | x | -4% | -21% | x | -3% | x | u
Cc1ccc(NC(=O)C2=CC(c3ccc4c(c3)OCO4)=NS(=O)(=O)N2C)cc1 | 7% | x | -6% | 7% | x | -5% | x | -1%
COCCNC(=O)C(C)OC(=O)c1cc2sccc2n1C (stereo not given) | 1% | -8% | -7% | 1% | -5% | 3% | 7% | 1%
CSc1ncc(Cl)c(C(=O)Nc2c(C(=O)c3ccc(C)cc3)oc3ccccc23)n1 | -4% | x | 4% | -11% | x | -9% | x | -27%
COC(=O)C(C)NC(=O)CNS(=O)(=O)c1ccc(F)cc1 (stereo not given) | -8% | 6% | 0% | -6% | 1% | 4% | 9% | -2%
CC(Sc1nc2ccccc2[nH]1)C(=O)O (stereo not given) | 10% | -1% | 4% | 2% | -6% | 4% | x | -3%
CCc1ccccc1NC(=O)CC1NCCNC1=O (stereo not given) | -4% | x | 0%[11.2 µM] | -9% | x | -2% | x | -28%[11.2 µM]
O=C(CSc1nccc(-c2cccs2)n1)Nc1ccc(F)c(Cl)c1 | -4% | 7% | 1% | u | -7% | u | 18% | 1%
Oc1c(CN2CCCCC2)cc(Br)c2cccnc12 | -20% | 0% | -11% | 0% | -3% | 2% | u | -1%
CC(NC(=O)Cn1nc(C(=O)O)c2ccccc2c1=O)c1ccccc1 (stereo not given) | -6% | -2% | -6% | 1% | 5% | 4% | -4% | -3%
COc1ccc(C2c3c(n(C)c4ccccc34)C(=O)N2CC(=O)Nc2ccc(C)c(Cl)c2)cc1 (stereo not given) | 9% | x | -3% | -14% | x | u | x | -3%
CCn1c(CC(=O)Nc2ccc(Cl)c(Cl)c2)nnc1SCc1ccc(C)cc1 | 6% | 0% | -15% | 4% | 9% | 14% | 34% | 1%
CCOc1ccc(NC(=O)CC2C(=O)N(c3cccc(C)c3)C(=O)N2Cc2cccs2)cc1 (stereo not given) | -9% | x | 4% | u | x | -4% | x | 1%
COc1cccc(Nc2nc(-c3ccccc3)c3cc(C)ccc3n2)c1 | u | x | -5% | u | x | -10% | x | -2%
CCOC(=O)c1cnc(-n2nc(C)cc2C)nc1Oc1ccc(C(=O)OC)cc1 | x | -6% | -5% | 4%[0.0958 µM] | x | -6%[0.0958 µM] | x | 0%
C/C=C/C(=O)N1c2ccc(C)cc2C(C)=CC1(C)C | x | 1% | 0% | 16% | x | 5% | x | 0%
CCOC(=O)c1sc(NC(=O)c2nc(SCC)ncc2Cl)c(C(=O)OCC)c1C | -14% | x | -12% | -17% | x | -7% | x | 5%
CCOc1ccc(C2c3c(oc4ccc(C)cc4c3=O)C(=O)N2CCCN2CCOCC2)cc1 (stereo not given) | -5% | x | 2% | -4% | x | -9% | x | 3%

Some of the entries so far, comma-delimited.
Molecule,Tau fibril ThT,GLA spleen mod,TRb-SRC2 inh,Tau fluor counter,ALDH1A1 block,Tau fibril FP,L3MBTL1 inh,TexasRed fluor
CCOc1ccc(NC(=O)CC2C(=O)N(c3cccc(C)c3)C(=O)N2Cc2cccs2)cc1 (stereo not given),-9%,x,4%,u,x,-4%,x,1%
COc1cccc(Nc2nc(-c3ccccc3)c3cc(C)ccc3n2)c1,u,x,-5%,u,x,-10%,x,-2%
CCOC(=O)c1cnc(-n2nc(C)cc2C)nc1Oc1ccc(C(=O)OC)cc1,x,-6%,-5%,4%[0.0958 µM],x,-6%[0.0958 µM],x,0%

Next part:
SMILES | Tau fibril ThT | GLA spleen mod | TRb-SRC2 inh | Tau fluor counter | ALDH1A1 block | Tau fibril FP | L3MBTL1 inh | TexasRed fluor
Cc1ccc(C2C(C#N)=C(N)N(N(C)C)C3=C2C(=O)CCC3)cc1 (stereo not given) | -5% | -3% | -4% | 0% | -7% | 3% | -6% | 1%
COC(=O)c1nn(-c2cccc(C)c2)c2nnc(Cc3ccccc3)c(=O)n12 | -7% | -5% | -2% | 1% | u | 5% | 5% | 0%
COc1ccc(CCNC(=O)CN(c2ccc(OC)c(OC)c2)S(C)(=O)=O)cc1 | -5% | -5% | 2% | 0% | -7% | 8% | -2% | 0%
CCOC(=O)C1=C(C)N=C(SC)N(C)C1c1ccccc1 (stereo not given) | u | -7% | -18% | -2% | 6% | -6% | 2% | 0%
Cc1ccccc1OCC(=O)N/N=C/c1cc2ccccc2nc1Cl | -19% | 24% | -17% | u | 8% | u | 0% | 0%
CC(=O)CCc1c(C)c2cc(C)ccc2[nH]c1=O | -14% | 0% | -6% | -8% | -3% | 1% | x | 1%
COc1ccc(CCn2c(=O)[nH]c3cc(C(=O)NCCc4ccccc4)ccc3c2=O)cc1OC | u | 11% | -7% | -5% | 14% | 5% | 5% | -1%
O=C(COC(=O)c1ccccc1O)Nc1ccc(OC(F)F)cc1 | -4% | -6% | -1% | -4% | u | 5% | x | -3%
CCOC(=O)c1cc(-c2ccccc2)sc1NC(=O)COC(=O)c1ccc(Cl)c(S(N)(=O)=O)c1 | 7% | 0% | 3% | -3% | u | -17% | -10% | -2%
Cc1noc(C)c1C(=O)Nc1cccnc1 | -5% | 1% | -11% | -1% | 8% | 0% | 6% | -1%
NS(=O)(=O)c1ccc(CCNC(=O)c2ccc3nc4ccc(Cl)cc4c(=O)n3c2)cc1 | -9% | 7% | -3% | -7% | u | -7% | 12% | -1%
Cn1nnc(NC(=O)c2ccccc2F)n1 | -17% | 8% | 9% | -13% | 5% | -4% | -11% | 2%
COc1ccc(CC(=O)N2CCCc3ccccc32)cc1 | -3% | 2% | 1% | -5% | u | -2% | 4% | -4%
Cc1ccc(NC(=O)c2oc3ccc(S(=O)(=O)N4CCCCC4)cc3c2C)c(C)c1 | 8% | x | 0% | 4% | x | 1% | x | -2%
CCCc1cc(=O)oc2cc(OCc3nn[nH]n3)ccc12 | 8% | -6% | 0% | 4% | u | 0% | 7% | 0%
COc1ccc(/C=C/C(=O)Nc2cc(S(=O)(=O)N3CCOCC3)ccc2N2CCCC2)cc1OC | -2% | -8% | -1% | -11% | -1% | 3% | -8% | -6%
COc1ccccc1NC(=O)CSc1oc(-c2cccs2)nc1S(=O)(=O)c1ccc(Br)cc1 | -3% | x | 1% | u | x | -20% | x | 1%
Cc1c(C(=O)NCCc2ccccc2)cccc1-n1cnc2cccnc21 | 1% | x | -1% | -3% | x | -5% | x | 1%
O=C(Nc1cccc(C(F)(F)F)c1)C(Sc1ncnc2ccccc12)c1ccccc1 (stereo not given) | 2% | -12% | 0% | u | 2% | u | 10% | -2%
CCn1c(CC(C)C)n[nH]c1=S | 1% | 0% | -6% | 3% | 14% | 0% | 2% | 2%

Brought forward from above: four compounds; new compounds follow.
SMILES | Tau fibril ThT | GLA spleen mod | TRb-SRC2 inh | Tau fluor counter | ALDH1A1 block | Tau fibril FP | L3MBTL1 inh | TexasRed fluor
COc1ccccc1NC(=O)CSc1oc(-c2cccs2)nc1S(=O)(=O)c1ccc(Br)cc1 | -3% | x | 1% | u | x | -20% | x | 1%
Cc1c(C(=O)NCCc2ccccc2)cccc1-n1cnc2cccnc21 | 1% | x | -1% | -3% | x | -5% | x | 1%
O=C(Nc1cccc(C(F)(F)F)c1)C(Sc1ncnc2ccccc12)c1ccccc1 (stereo not given) | 2% | -12% | 0% | u | 2% | u | 10% | -2%
CCn1c(CC(C)C)n[nH]c1=S | 1% | 0% | -6% | 3% | 14% | 0% | 2% | 2%
CCOC(=O)CSc1nc2cc(C(=O)NCc3ccco3)ccc2c(=O)n1-c1ccc(F)cc1 | -5% | 10% | -18% | -1% | -2% | 1% | -2% | 2%
O=C(N/N=C/C(Cl)=C/c1ccccc1)c1ccncc1 | -15% | 2% | -8% | -11% | -7% | 0% | -16% | 0%
CC(NC(=O)CCNS(=O)(=O)c1ccc2c(c1)c(=O)n(C)c(=O)n2C)c1ccccc1 (stereo not given) | -5% | 8% | 4% | 0% | 6% | 2% | 3% | 0%
COc1ccc(C(=O)C2CCN(C(=O)c3ccco3)CC2)cc1 | -2% | -11% | 5% | 5% | u | -1% | 8% | 3%
COC(=O)C1C(c2ccccc2)NC(=O)NC1(O)C(F)(F)Cl (stereo not given) | -2% | 0% | 1% | 2% | 0% | 0% | x | 0%
O=S1(=O)CCN2C=Nc3sc4c(c3C2=N1)CCCC4 | 0% | 16% | -19% | 5% | 8.9µM* | 5% | -14% | -2%
Cc1cc2cc(CN(Cc3cccs3)C(=S)NCC3CCCO3)c(=O)[nH]c2cc1C (stereo not given) | -14% | -6% | 15% | -20% | u | -1% | -11% | 0%
Cc1ccccc1NC(=S)NNC(=O)c1ccncc1 | -4% | 9% | 3% | 3% | -8% | -7% | -2% | -1%
COc1cccc(/C=C/c2onc(C)c2S(=O)(=O)N2CCC(C(=O)N3CCCCC3)CC2)c1 | -12% | x | 1% | -1% | x | 4% | x | -42%
Nc1nnnn1/N=C/c1cc([N+](=O)[O-])ccc1O | x | 3% | -3% | 0% | x | 2% | x | -6%
Cc1c(O)ccc(/C=N/Nc2nc(-c3cccnc3)nc3ccccc23)c1O | u | -10% | 12% | u | -9% | u | -15% | -29%
CC(C)c1ccc(C2C(C#N)=C(N)Oc3c2oc(CO)cc3=O)cc1 (stereo not given) | -9% | 5% | 2% | -12% | u | -9% | -2% | 0%
CCOC(=O)c1c(NC(=O)CSc2cn(CCNC(=O)c3ccc(OC)c(OC)c3)c3ccccc23)sc2c1CCCC2 | u | x | 7% | u | x | -13% | x | -1%
N#CCc1ccc(Oc2ncc(C(F)(F)F)cc2Cl)cc1 | -4% | 2% | 7% | -7% | 4% | -5% | 26% | -1%
Cc1ccc(Nc2ccc(C(=O)NC3CCCCC3)cn2)cc1 | x | 8% | 2% | -25% | x | 14% | x | -1%
CC(=O)c1cccc(Nc2c3c(nc4nc(-c5cccs5)nn24)CCCC3)c1 | -11% | x | 6% | 0% | x | 4% | x | -3%
CN(CC(=O)O)S(=O)(=O)c1cccs1 | 0% | -8% | -24% | 6% | 2% | u | 44%[activator] | -1%

Compound activity deposited in PubChem BioAssay by National Center for Advancing Translational Sciences (NCATS).
